Texas Red fluor: Texas Red region autofluorescence. max dye-equivalent concentration, M. AID 587. actives 0.06% (n = 59,000). Compound fluorescence, Texas Red channel, 547/618 nm; hits give high values; in the data active = max dye-equivalent concentration above about 10 nM; inconclusive = between about 1.1 nM and that limit
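Dye-equivalent concentrations come from scaling compound signal (ex 547, em 618 nm) to six Texas Red standard concentrations run on every plate, after 15 min room-temperature incubation in pH 8.0 Tris (100 mM).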
Rhodamine autofl: compound autofluorescence in rhodamine spectral region. Rhodamine-region fluorescence, 547/598 nm, Tris buffer; hits give high values. max dye-equivalent concentration, M. actives 0.05% (n = 59,000). AID 594; in the data active = max dye-equivalent concentration above about 11 nM; inconclusive = between about 1.1 nM and that limit
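Compounds in 100 mM Tris buffer, pH 8.0, were incubated 15 min at room temperature, then read at 547 nm excitation and 598 nm emission. Fluorescence was normalized against a per-plate six-point rhodamine standard curve as dye-equivalent concentration.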
Luciferase inh: inhibitors of firefly luciferase; P08659; purified firefly luciferase, luminescence, 8 min; Potency, µM (series often up to 57.1 µM), for the others: at the top dose activity change, negative = inhibition, most hits filed as inhibitors; actives 2.2% (n = 72,000); AID 411; note: potency is the fitted concentration of half-maximal effect; % is set by controls: 0 for no effect and ±100 for the full control effect; nearly all actives have a fitted effect of over 40% in size
Target sequence (P08659 whole entry, looked up): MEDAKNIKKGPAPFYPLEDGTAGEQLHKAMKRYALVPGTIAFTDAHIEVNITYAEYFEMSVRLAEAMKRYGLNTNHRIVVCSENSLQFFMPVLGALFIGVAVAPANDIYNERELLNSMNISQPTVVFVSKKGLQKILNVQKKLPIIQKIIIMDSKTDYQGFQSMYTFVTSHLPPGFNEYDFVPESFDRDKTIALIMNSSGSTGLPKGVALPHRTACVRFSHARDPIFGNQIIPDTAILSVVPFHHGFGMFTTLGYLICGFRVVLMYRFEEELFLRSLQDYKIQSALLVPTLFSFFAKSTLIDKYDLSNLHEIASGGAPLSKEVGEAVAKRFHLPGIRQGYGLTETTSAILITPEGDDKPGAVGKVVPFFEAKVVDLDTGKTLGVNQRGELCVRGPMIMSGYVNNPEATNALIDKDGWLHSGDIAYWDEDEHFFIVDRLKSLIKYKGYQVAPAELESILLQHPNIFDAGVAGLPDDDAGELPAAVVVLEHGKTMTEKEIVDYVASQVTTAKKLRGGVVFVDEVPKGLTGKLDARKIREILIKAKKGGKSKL
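Firefly luciferase (PKLight detection mix) with 10 uM ATP in pH 7.2 imidazole buffer (KCl, MgCl2, Tween 20, BSA). Compounds tested across a concentration series (qHTS). Luminescence read after 8 min at ambient temperature.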
4-MU autofl: compound fluoresces in the 4-MU spectral region; compound autofluorescence, 340/450 nm, 4-MU equivalents; hits give high values; max dye-equivalent concentration, M; actives 11% (n = 59,000); AID 589; in the data active = max dye-equivalent concentration above about 10 nM; inconclusive = mostly about 1.1 nM to 9.6 nM
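Compounds in 100 mM Tris, pH 8.0, sat 15 min at room temperature before fluorescence was read at 340 nm excitation/450 nm emission; a per-plate six-point 4-MU standard curve converted signals to dye-equivalent concentration at each compound concentration.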
HEK293 cAMP ctrl: parental HEK293 cAMP activation (counter-screen) | AID 938 | Potency, µM (doses to about 57.1 µM), for inactives: top-dose activation, actives largely listed as activators | parental HEK293 CNG cAMP sensor, membrane potential fluorescence | actives 2.5% (n = 73,000); note: potency is the fitted concentration of half-maximal effect; % of control where 0% means no effect; nearly all actives have a fitted effect of over 55% in size
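Parental HEK 293 cells stably expressing a cAMP-gated CNG channel were loaded with membrane potential dye containing 100 uM RO 20-1724 for 60 min. Compound added for 30 min; depolarization read as fluorescence intensity at 590 nm.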
Casp7 inh: caspase-7 (human) inhibition, allosteric or competitive; AID 889; P55210; recombinant caspase-7, Ac-DEVD-AFC fluorescence rate; Potency, µM (doses to about 57.5 µM), for inactives: at the highest dose activity change, negative = inhibition, hits mostly inhibitors; actives 0.02% (n = 75,000); active = well fitted inhibition curve with a large enough effect in the main read-out, with a control signal flat, not every such curve was filed as active; inconclusive = small, poorly fitted or top-dose-only effect, or a change in a side signal; note: potency is the fitted concentration of half-maximal effect; % of control where 0% means no effect
Tau filament bind: tau filament binding; P10636; recombinant tau filaments, thioflavin S fluorescence, 15 h; filaments grown with octadecylsulfate alongside compound; Potency, µM (highest dose often 57.1 µM), without a hit: at the highest dose activity change, negative = inhibition; actives 2% (n = 71,000);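 note: potency is the fitted concentration of half-maximal effect; % is set by controls: 0 for no effect and ±100 for the full control effect; actives lower thioflavin S fluorescence by blocking filaments or displacing dye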
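His-tagged recombinant human tau (exons 2, 3 and 10 included), 1 uM, was induced to fibrillize by 30 uM sodium octadecylsulfate with compound present. After 15 h at 37 C, thioflavine S fluorescence (ex 450, em 510 nm) was read.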
Fluorescein autfl: compound autofluorescence in fluorescein spectral region; Compound autofluorescence, 480/540 nm, fluorescein-equivalent; hits give high values; actives 0.91% (n = 59,000); max fluorescein-equivalent concentration, M; in the data active = max fluorescein-equivalent concentration above about 10 nM; inconclusive = between about 1.1 nM and that limit
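Compounds (23 nL) in 100 mM Tris pH 8.0, 15 min at room temperature, then fluorescence read at 480 nm excitation/540 nm emission. Signal converted to fluorescein-equivalent concentration from an on-plate fluorescein standard curve.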
ERK AVP block: inhibitors of vasopressin-stimulated ERK signaling pathway. Potency, µM (doses to about 57.5 µM), without a hit: top-dose activity, negative = inhibition, hits mostly inhibitors. HEK293-V1b, vasopressin-stimulated pERK AlphaScreen. AID 995. actives 0.99% (n = 72,000); note: potency is the fitted concentration of half-maximal effect; % is set by controls: 0 for no effect and ±100 for the full control effect; nearly all actives have a fitted effect of over 55% in size
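HEK293 cells stably expressing V1b receptor, preincubated 30 min at 37 °C with compound, then stimulated 5 min with 25 nM vasopressin. Phospho-ERK by AlphaScreen SureFire after 5 h RT; normalized to DMSO and vasopressin; AC50 by Hill fit.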
Casp1 inh: caspase-1 (human) inhibition, allosteric or competitive; actives 0.03% (n = 75,000); Potency, µM (titrated, usually from 57.5 µM), for inactives: at the highest dose activity change, negative = inhibition, most hits filed as inhibitors; AID 900; P29466; Caspase-1 enzyme, Ac-WEHD-AFC fluorogenic rate;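 note: potency is the fitted concentration of half-maximal effect; plate controls were vehicle for no effect and no substrate for full effect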
Target sequence (P29466 120-297 limits assumed): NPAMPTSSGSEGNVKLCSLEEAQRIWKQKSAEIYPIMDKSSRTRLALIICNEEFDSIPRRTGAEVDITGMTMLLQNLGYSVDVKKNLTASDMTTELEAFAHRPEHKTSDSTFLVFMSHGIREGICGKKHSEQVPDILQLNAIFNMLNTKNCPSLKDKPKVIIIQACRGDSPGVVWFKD
Target sequence (P29466 317-404 limits assumed): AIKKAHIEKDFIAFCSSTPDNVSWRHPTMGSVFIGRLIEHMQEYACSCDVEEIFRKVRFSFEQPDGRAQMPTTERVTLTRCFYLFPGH
A350 fluor: compound fluoresces in the Alexa 350 spectral region. max dye-equivalent concentration, M. actives 11% (n = 59,000). Compound autofluorescence, 340/450 nm, Alexa 350 dye-equivalents; hits give high values; in the data active = max dye-equivalent concentration above about 10 nM; inconclusive = mostly about 1.1 nM to 9.6 nM
An asterisk follows results filed as active; i = inactive; ? = inconclusive; / = no result given; & = joins results of further samples; [ ] = dose if it differs, or a comment. Unless noted, calls come from the whole dose curve; as a rule, active = well fitted curve in the direction sought with a large enough effect; inconclusive = small, poorly fitted or top-dose-only effect, or another doubt; inactive = no such curve, though single readings can be large; an effect the other way counts as inactive or inconclusive.

Order of values: Casp7 inh	Casp1 inh	ERK AVP block	A350 fluor	Tau filament bind	Luciferase inh	4-MU autofl	Texas Red fluor	Fluorescein autfl	Rhodamine autofl	HEK293 cAMP ctrl
[1] O=C(O)[C@H]1C2c3ccccc3C(c3ccccc32)[C@@H]1C(=O)NCC1CC1
  1%[11.5 µM]	0%[11.5 µM]	-8%[11.5 µM]	i	7%[11.4 µM]	5%[11.4 µM]	i	i	i	i	7%[11.4 µM]
[2] O=C1NC(=O)C2(Cc3ccccc3N3CCCC32)C(=O)N1c1ccc(Cl)cc1 (configuration not stated)
  ?	?	1%	?	-21%	-2%	?	?	?	i	6%
[3] O=P(/C(=N/O)N1CCCCC1)(N1CCOCC1)N1CCOCC1
  -1%	-2%	-6%	i	1%	3%	i	i	i	i	5%
[4] Nc1ccc([N+](=O)[O-])cc1N
  -6%	-3%	7%	/	-22%	/	/	/	/	/	0%
[5] O=C(c1ccc(CS(=O)(=O)c2ccc(Br)cc2)o1)N1CCC2(CC1)OCCO2
  1%	-1%	0%	i	11%	1%	i	?	i	i	23%
[6] CCC(=Nc1ccc2c(c1)CCC2)c1c(O)n(C)c(=O)n(C)c1=O
  -1%	-1%	-11%	1.9e-08M*	2%	1%	2.6e-08M*	?	i	i	?
[7] COc1ccc2[nH]cc(C3=CCNCC3)c2c1
  -8%	-5%	?	/	4%	0%	/	/	/	/	-30%
[8] c1cc2ccc3cccc4ccc(c1)c2c34
  0%	0%	-14%	/	1%	/	/	/	/	/	41%
[9] O=C(CCCCCn1c(=S)[nH]c2ccccc2c1=O)N1CCC2(CC1)OCCO2
  -3%	1%	-19%	i	-10%	0%	i	i	i	i	14%
[10] COC1=C[C@H]2C3=C([C@H]2C1=O)[C@H](NC(C)=O)CCc1cc(OC)c(OC)c(OC)c13
  2%[25.7 µM]	-3%[25.7 µM]	-5%[25.7 µM]	1.1e-07M*	-3%[25.6 µM]	3%[25.5 µM]	8.5e-08M*	i	i	i	-6%[25.6 µM]
[11] COc1cc(CC2C(=O)N(C)C(=O)N(C)C2=O)ccc1OCc1ccccc1
  1%	0%	12%	/	4%	-8%	/	/	/	/	4%
[12] Cc1ccccc1NC1=NCC(C)S1 (configuration not stated)
  0%	1%	-15%	?	-8%	1%	?	?	i	i	6%
[13] C[C@@H]1[C@@H]2Cc3ccc(O)cc3[C@@]1(C)CCN2CC1CC1
  1%	2%	-12%	i	-7%	2%	i	i	i	i	4%
[14] Nc1ccccc1C(=O)OCCc1ccccc1
  0%	-4%	49%[activator]	/	7%	/	/	/	/	/	?
[15] COc1ccc2[nH]c3c(c2c1)CCN=C3C
  -25%[25.7 µM]	?	8%[25.7 µM]	?	2.5µM*	0%[25.5 µM]	?	i	?	i	-5%[25.6 µM]

Further entries follow.
Order of values: Casp7 inh	Casp1 inh	ERK AVP block	A350 fluor	Tau filament bind	Luciferase inh	4-MU autofl	Texas Red fluor	Fluorescein autfl	Rhodamine autofl	HEK293 cAMP ctrl
[16] Cc1nc2ccccc2c(=O)n1-c1cccnc1
  -4%	-2%	10%	i	-5%	0%	i	i	i	i	-9%
[17] COC(=O)CCCNC(=O)CN1CC(c2ccccc2)CC1=O (configuration not stated)
  -1%	1%	5%	i	8%	-1%	i	?	i	i	-4%
[18] CCN1CCN(c2nc3c(c(=O)[nH]2)CCCC3)CC1
  -3%	0%	16%	i	-8%	-1%	i	i	?	i	-1%
[19] C1CCC(NC2CCCCC2)CC1
  3%&0%	-1%&-4%	-9%&4%	/	-13%&-12%	/	/	/	/	/	-5%&7%
[20] CC1=CC(=O)C2=C(C)C[C@@H](O)[C@@H]3[C@@H](OC(=O)[C@H]3C)[C@H]12
  0%[25.7 µM]	-2%[25.7 µM]	-3%[25.7 µM]	?	-2%[25.6 µM]	-6%[25.5 µM]	?	i	?	i	-4%[25.6 µM]
[21] O[C@H]1CCCC[C@H]1N1CCC(c2ccccc2)CC1
  3%	2%	9%	i	?	0%	i	i	?	i	?
[22] C=CCOC(=O)c1ccccc1N
  0%	-5%	-5%	/	8%	/	/	/	/	/	?
[23] c1csc(CN2CCCC3(CCNCC3)C2)n1
  0%	-2%	13%	i	-9%	2%[11.4 µM]	i	i	i	i	?
[24] CCC/C(=N\O)c1c[nH]c2ccccc12
  1%	-1%	-29%	/	4%[11.4 µM]	1%	/	/	/	/	-5%[11.4 µM]
[25] O=C(Oc1ccccc1)N1CCC[C@@]2(CCN(C(c3ccccc3)c3ccccc3)C2)C1
  -1%	-3%	22%	i	-11%	2%[11.4 µM]	i	i	i	i	22%
[26] COC(=O)N1CCC2(CCCN(C)C2)CC1
  1%	-2%	17%	i	2%	-2%[11.4 µM]	i	i	?	i	1%
[27] CC(C)(Cc1c[nH]c2ccc(Cl)cc12)NCCOc1ccccc1OCC1CC1
  -5%	0%	40µM*	/	50%	2%	/	/	/	/	17%
[28] COc1cc(C(=O)OC2C[C@H]3CC[C@@H](C2)N3C)ccc1O (some centres not stated)
  0%[25.7 µM]	-2%[25.7 µM]	1%[25.7 µM]	i	-5%[25.6 µM]	0%[25.5 µM]	i	i	i	i	1%[25.6 µM]
[29] C=CCN1CC[C@]23c4c5ccc(O)c4O[C@@H]2/C(=N/NC(=O)c2ccccc2)CC[C@@]3(O)[C@H]1C5
  0%	2%	-8%	i	-4%	-6%	i	?	i	i	3%
[30] C#CCN[C@@H](C)Cc1ccccc1
  1%	3%	-15%	i	-10%	1%	i	i	i	i	5%

Further records.
Order of values: Casp7 inh	Casp1 inh	ERK AVP block	A350 fluor	Tau filament bind	Luciferase inh	4-MU autofl	Texas Red fluor	Fluorescein autfl	Rhodamine autofl	HEK293 cAMP ctrl
[31] C=C1N2CCC(CC2)C1(O)c1ccccc1C (configuration not stated)
  0%	-1%	-14%	i	-7%	-1%	i	i	i	i	6%
[32] C[C@H]1CCC[C@H](O)CCCCCc2cc(O)cc(O)c2C(=O)O1
  0%&-4%	-1%&0%	-5%&8%	i	4%&16%	5%	i	i	i	i	17%&10%
[33] CC(C)=CCSc1nnc([C@@H](N)Cc2c[nH]c3ccccc23)o1
  -8%	-10%	-17%	i	-18%	1%	i	?	i	i	15%
[34] CC(=O)c1cccc(OCC(O)CN2CC=C(c3ccccc3)CC2)c1 (configuration not stated)
  0%	1%	10%	?	-25%	2%	i	?	?	i	?
[35] C(#CCN1CCCC1)CN1CCCC1
  -1%[25.7 µM]	1%[25.7 µM]	-10%[25.7 µM]	i	-5%[25.6 µM]	-10%[25.5 µM]	i	?	i	i	-4%[25.6 µM]
[36] COc1ccc2c(c1OC)C(=O)OC2c1c(O)n(C2CCCCC2)c(=O)[nH]c1=O (configuration not stated)
  /	/	/	i	/	-1%[25.5 µM]	i	i	?	i	/
[37] Fc1ccc2c(c1)nnn2C1CCN(Cc2nnnn2CCc2ccccc2)CC1
  -14%	-8%	-8%	i	-12%	-3%	i	?	i	i	16%
[38] CN1CCC2(CC1)NC(=O)C1=C(CN(C)CC1)N2
  0%	1%	-10%	i	-7%	2%	i	i	i	i	4%
[39] Cc1ccc(S(=O)(=O)N2CCCC(C(=O)N3CCC4(CC3)OCCO4)C2)cc1 (configuration not stated)
  1%	-1%	-22%	i	5%	2%	i	i	?	i	2%
[40] CC1(C)CC(n2[nH]c(=O)c3c2NC(=O)CSC3c2ccccc2)CCO1 (configuration not stated)
  /	/	/	i	/	2%[25.5 µM]	i	i	i	i	/
[41] CC(C)NC(=O)N1CC[C@@]2(CCCNC2)C1
  0%	-1%	-15%	i	-1%	0%[11.4 µM]	i	i	i	i	18%
[42] O=C(Nc1cccc(F)c1)N1CC2(CCNCC2)C1
  -1%	0%	-1%	i	-4%	1%[11.4 µM]	i	i	i	i	-5%
[43] CN(C)C(=O)Nc1cccc(C(F)(F)F)c1
  1%	-2%	12%	/	9%	/	/	/	/	/	28%
[44] CN(C)c1nc(OCCNC(=O)COc2ccc(Cl)cc2Cl)nc(N2CCCCC2)n1
  -2%	-2%	7%	?	52%	3%	?	i	?	i	?
[45] O=[As](O)(O)c1ccc(N=Nc2ccc(O)cc2)cc1
  0%[11.5 µM]	-2%[11.5 µM]	-3%[11.5 µM]	i	3.2µM*	-2%[11.4 µM]	i	i	i	i	-3%[11.4 µM]

New compounds follow:
Order of values: Casp7 inh	Casp1 inh	ERK AVP block	A350 fluor	Tau filament bind	Luciferase inh	4-MU autofl	Texas Red fluor	Fluorescein autfl	Rhodamine autofl	HEK293 cAMP ctrl
[46] COC(=O)N1CCN(C(=O)Cc2ccc(Cl)c(Cl)c2)[C@H](CN2CCCC2)C1
  1%&2%	-2%&-1%	-2%&-5%	i	?	0%&-5%	i	?	?	i	8%&2%
[47] Cc1cc(OCC(=O)Nc2c(C)n(C)n(-c3ccccc3)c2=O)c2c3c(c(=O)oc2c1)CCC3
  0%	-3%	-3%	1.2e-08M*	3%	1%	?	i	i	i	-5%
[48] CCOc1ccc(-n2c(CC)nc3ccccc3c2=O)cc1
  0%	-2%	-1%	/	-23%	2%	/	/	/	/	6%
[49] COc1ccc2c(c1O)-c1c(OC)c(OC)cc3c1[C@@H](C2)N(C)CC3
  -2%	0%	7%	i	?	1%[11.4 µM]	i	i	i	i	16%

Results in sequence from the entries so far.
Nos. 46 to 49 in 4-MU autofl: i, ?, /, i

An excerpt. The share of hits here may be higher or lower than overall.
